Mito fusion yeast: blocks mitochondrial division or promotes mitochondrial fusion; Potency, µM (highest dose often 46.1 µM), for the others: at the highest dose growth rescue (activation), actives largely listed as activators; 320,000 tested, 0.23% active; S. cerevisiae fusion-defective mutant growth rescue, CellTiterGlo 48 h;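 note: potency is the fitted concentration of half-maximal effect; % of control where 0% means no effect; nearly all actives have a fitted effect of over 45% in size; temperature-sensitive fusion mutants such as fzo1-1 at 37 °C on non-fermentable ethanol glycerol medium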
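Read-out: ATP-based luminescence (CellTiterGlo, 10 min ambient) reporting growth of fusion-defective ts yeast after 48 hours at 37C on glycerol/ethanol YPEG medium in the presence of compound.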
ELG1 DNA repair: blocks ELG1-dependent DNA repair in HEK293T cells. HEK293T ELG1-luciferase reporter, luminescence, 16 h; DNA damage induced by 5-fluorouridine. Potency, µM (titrated, usually from 46.1 µM), without a hit: at the top dose activity change, negative = inhibition, hits mostly inhibitors. 330,000 tested, 2.3% active; note: potency is the fitted concentration of half-maximal effect; % is set by controls: 0 for no effect and ±100 for the full control effect; nearly all actives have a fitted effect of over 55% in size
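Cells (2,000 per well) received 5-fluorouridine plus test compound or DMSO and were incubated 16 hr at 37 °C, 5% CO2. Luciferase activity was read by luminescence 30 min after ONE-Glo addition; signal suppression marked inhibition of damage-induced ELG1 function.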
KCNH2 3.1 inh: blocks the human KCNH2 3.1 channel isoform. 340,000 tested, 0.95% active. activity change, % (tested at about 1.8 µM). U2OS KCNH2 3.1, thallium flux FluxOr; stronger effect = lower value;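 active = maximum activity change below -70%; inconclusive = maximum activity change from -70% to -50%; inactive = maximum activity change above -50%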;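 note: thallium influx rate constant from kinetic fluorescence after stimulation buffer; % is set by controls: 0 for no effect and ±100 for the full control effect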
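Thallium flux via FluxOr fluorescence (Red40 quencher, 45 min loading) in U2OS cells virally expressing the KCNH2 3.1 isoform (1.77 x 10^8 /mL virus, overnight at 37 C). Rate constants from 2-min kinetic reads post-stimulation, normalised to positive and negative controls.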
USP2a block: USP2a (human) protease inhibition. 330,000 tested, 0.01% active. O75604. Potency, µM (top dose mostly 38.3 µM), inactives show at the highest dose activity change, negative = inhibition, actives largely listed as inhibitors. USP2 core, Ub-CHOP2 coupled fluorogenic reporter, 485/531. AID 463254;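 note: potency is the fitted concentration of half-maximal effect; plate controls were DMSO wells for no effect and full inhibition by NEM control for full effect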
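Cell-free coupled assay: 10nM USP2 core preincubated 30min RT with compound in Tris-HCl pH 8.0/CaCl2/CHAPS buffer, then 25nM Ub-CHOP2 and 25nM reporter substrate; fluorescence (Ex 485/Em 531) read after 60min RT, normalized to NEM inhibition, concentration-response curves fitted.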
TRPV1 ag: human TRPV1 agonism; TRPV1-expressing cells, Fluo-8 calcium influx, agonist mode; activation, % at 8.33 µM; 320,000 tested, 0.19% active; Q8NER1; AID 540275; in the data active = activation above about 80%; inconclusive = between about 30% and that limit; note: 0% is about no effect
Target sequence (Q8NER1 whole entry, looked up): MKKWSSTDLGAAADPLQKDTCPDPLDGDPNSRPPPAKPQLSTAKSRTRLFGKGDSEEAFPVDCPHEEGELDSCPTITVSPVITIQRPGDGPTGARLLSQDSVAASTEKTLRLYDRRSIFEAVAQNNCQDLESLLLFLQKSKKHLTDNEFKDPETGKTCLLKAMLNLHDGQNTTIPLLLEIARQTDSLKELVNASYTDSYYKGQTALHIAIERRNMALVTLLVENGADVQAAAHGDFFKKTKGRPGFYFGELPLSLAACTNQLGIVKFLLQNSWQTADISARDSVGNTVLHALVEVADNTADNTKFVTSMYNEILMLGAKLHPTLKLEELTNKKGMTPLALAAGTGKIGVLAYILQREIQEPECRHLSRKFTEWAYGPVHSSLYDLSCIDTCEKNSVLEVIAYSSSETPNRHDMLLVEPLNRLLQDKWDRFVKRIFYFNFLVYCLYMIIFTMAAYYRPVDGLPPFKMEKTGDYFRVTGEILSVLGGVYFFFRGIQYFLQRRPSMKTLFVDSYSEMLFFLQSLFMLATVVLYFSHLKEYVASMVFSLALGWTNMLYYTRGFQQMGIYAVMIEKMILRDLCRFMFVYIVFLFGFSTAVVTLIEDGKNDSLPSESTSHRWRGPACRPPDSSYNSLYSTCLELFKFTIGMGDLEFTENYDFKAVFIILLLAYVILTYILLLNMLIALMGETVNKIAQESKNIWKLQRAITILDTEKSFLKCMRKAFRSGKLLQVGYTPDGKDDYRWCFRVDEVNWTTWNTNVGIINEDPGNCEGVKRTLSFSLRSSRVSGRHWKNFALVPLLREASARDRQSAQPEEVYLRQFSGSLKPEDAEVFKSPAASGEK
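TRPV1-expressing cells were cultured overnight at 35.5C and loaded with Fluo-8 calcium dye for 40 to 90 min at room temperature. After a 10 s baseline, compound was added and calcium influx was read kinetically for 3 min (ex 480/em 520 nm).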
A-T KAP1 phos: potential ataxia-telangiectasia treatment; […] A-T fibroblasts, KAP-1 phosphorylation AlphaLISA; neocarzinostatin DNA damage 30 min before lysis; Potency, µM (highest dose often 57.5 µM), inactives show top-dose activation, actives largely listed as activators; 320,000 tested, 0.19% active; note: potency is the fitted concentration of half-maximal effect; % of control where 0% means no effect; nearly all actives have a fitted effect of over 45% in size
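ATM-like activity read as KAP-1 phosphorylation via AlphaLISA donor/acceptor antibody pairs after lysis and 6 hr at 25C. Cells were ATM-null patient fibroblasts ([…], hTERT), dosed 60 min, then exposed to the DSB inducer NCS for 30 min.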
Eya2 inh: blocks the phosphatase activity of human Eya2; O00167; recombinant Eya2, OMFP fluorescence dephosphorylation (OMFP is methylfluorescein phosphate); Potency, µM (series often up to 76.9 µM), without a hit: at the highest dose activity, negative = inhibition, usual class: inhibitors; 330,000 tested, 0.006% active; AID 488837; note: potency is the fitted concentration of half-maximal effect; % is set by controls: 0 for no effect and ±100 for the full control effect
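Eya2 (0.2 uM) preincubated 10 min at ambient with compound, then OMFP substrate added at 50 uM; 10 min reaction in 50 mM HEPES pH 7.5, 50 mM NaCl, 5 uM MgCl2, 0.05% BSA, 1 mM DTT. Fluorescence read at Ex 485/Em 525 nm.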
TCR activator: T cell receptor activation | primary human leukocytes, anti-CD3, IL-2 HTRF, 48 h | Potency, µM (highest dose often 9.22 µM), inactives show top-dose activation of IL-2 secretion, most hits filed as activators | 330,000 tested, under 10 active; note: % of control where 0% means no effect
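Using a-CD3 beads without co-stimulation, primary human leukocytes were exposed to compounds for 48 hr. An HTRF IL-2 kit measured the cytokine, with europium-to-d2 energy transfer producing emission at 665nm upon 320nm excitation.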
KCNH2 WT inh: KCNH2 (human, wildtype) channel inhibition | 340,000 tested, 0.37% active | activity change, % at 1.84 µM | Q12809 | AID 720551 | U2OS, BacMam KCNH2, thallium flux FluxOr; stronger effect = lower value;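 active = maximum activity change below -70%; inconclusive = maximum activity change between -70% and -50%; inactive = maximum activity change above -50%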; note: % is set by controls: 0 for no effect and ±100 for the full control effect
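U2OS cells transduced with wild-type KCNH2 virus are loaded with FluxOr dye for 45 min, and thallium flux is measured in kinetic reads before and after stimulation buffer. Rate constants are normalized to DMSO controls.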
TSHR antag: human thyrotropin receptor antagonism. 330,000 tested, 0.2% active. P16473. AID 504810. TSHR-expressing cells, TSH-stimulated cAMP HTRF, 2 h; stronger effect = lower value. activity change, negative = inhibition, % at 11.5 µM;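 active = activity change below a set negative limit, meaning inhibition stronger than a set level, cut at about -70% in these data; inconclusive = activity change between two set negative limits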; note: % is set by controls: 0 for no effect and ±100 for the full control effect
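Freshly harvested TSHR cells receive pin-tooled compound, then EC80 TSH at 4nM final. After 2 hours at 37 deg C, antibody in lysis buffer and cAMP-d2 are added; 30 minutes at ambient temperature precede the HTRF read.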
Starred values were filed as active, the others as inactive; ? = inconclusive; . = not tested or not shown; [ ] = dose if it differs, or a comment. Unless noted, calls come from the whole dose curve; as a rule, active = well fitted curve in the direction sought with a large enough effect; inconclusive = small, poorly fitted or top-dose-only effect, or another doubt; inactive = no such curve, though single readings can be large; an effect the other way counts as inactive or inconclusive. An excerpt, so the mix of outcomes need not match the whole.

SMILES | Mito fusion yeast | ELG1 DNA repair | KCNH2 3.1 inh | USP2a block | TRPV1 ag | A-T KAP1 phos | Eya2 inh | TCR activator | KCNH2 WT inh | TSHR antag
Cc1cccn2c(=O)c(/C=C(\C#N)C(=O)NC3CCS(=O)(=O)C3)c(Oc3ccccc3Cl)nc12 (centres undefined) | 29% | 16% | 3 | -1% | 0 | 10% | 1% | -1% | 3 | 18
CCOc1ncccc1C(=O)OCC(=O)N(CC(C)C)C1CCS(=O)(=O)C1 (centres undefined) | 3% | 12% | -7 | 0% | 1 | 4% | -23% | -4% | -14 | 3
Cn1c(CC(=O)Nc2ccccc2Cl)nnc1SCC(=O)Nc1nncs1 | -5% | 5% | -6 | 0% | -2 | 1% | 0% | 2% | 1 | 3
CCCCNC(=O)OCCNC(=O)Oc1cccc(C)c1 | 1% | 4% | 15 | -2% | -2 | -2% | 7% | 2% | 2 | 14
O=C(c1ccoc1)N1CCC2(CCCN(Cc3ccc(F)c(F)c3)C2)C1 (centres undefined) | 0% | -7% | 10 | 1% | -6 | 6% | 5% | -2% | 0 | 32
O=C(COc1ccc2ccccc2c1)Nc1nnc(-c2ccco2)s1 | 9% | 2% | 7 | 0% | 0 | -10% | 2% | 2% | -6 | -3
CCN(CC)CCNC(=O)c1cccc(NC(=O)C(=O)c2ccccc2NC(C)=O)c1 | 4% | ? | -11 | 6% | 2 | -1% | 4% | -4% | 7 | 4
O=C(NCCc1ccccc1F)C1CC(O)CN1C(=O)Nc1ccccc1 (centres undefined) | 0% | -1% | -6 | -5% | 1 | -3% | -1% | -6% | -17 | 11
CCOCCCn1c(=NC(=O)c2ccc(OC)c(OC)c2)c(C#N)cc2c(=O)n3cccc(C)c3nc21 | -3% | ? | . | 0% | 3 | 0% | 11% | . | . | 23
COc1ccc(NS(=O)(=O)c2ccc(N3CCOCC3)c(NC(=O)c3ccc(OC)cc3)c2)cc1 | -3% | ? | 2 | 3% | 2 | 0% | 9% | 6%[46.1 µM] | 4 | -12
Cc1cc(C(=O)COC(=O)C2CC2)c(C)n1-c1ccc(F)cc1 | 2% | ? | -2 | 2% | ? | 3% | -2% | -3% | -14 | -11
CC1CCC(NC(=O)c2ccc(-n3cncn3)c([N+](=O)[O-])c2)CC1 (centres undefined) | -5% | ? | -19 | 0% | ? | -4% | 30% | 1% | 2 | 0
COC(=O)c1cc(NC(=O)c2ccccc2)c(=O)oc1/C=C/Nc1ccc(Oc2ccccc2)cc1 | 1% | 3% | -27 | 29% | 2 | 5% | 32% | -6% | 0 | -4
CC1(C)CC2CN(C(=O)Cc3ccccc3)C(C)(C2)C1 (centres undefined) | -5% | 7% | -6 | 4% | 18 | 3% | -2% | 0% | . | 13
CCN(CC(=O)Nc1ccccc1OC)C(=O)CCc1ccccc1 | 3% | 21% | -4 | 0% | 8 | 6% | -20% | 2% | -14 | 3
O=C(NCCc1csc(-c2ccccc2)n1)c1c(F)cccc1Cl | 12% | 18µM* | 8 | 1% | 9 | 2% | 10% | -2% | -1 | -8
COc1cc(/C(C)=N/NC(=O)c2ccc(CSc3nncn3C)cc2)cc(OC)c1OC | 4% | 2% | 10 | 3% | 1 | 1% | -6% | 0% | 1 | 1
CCCCC(CC)C1OCC(CN2CCCC2)O1 (centres undefined) | 0% | 1% | -4 | 0% | 1 | -4% | ? | 1% | -11 | -4
CC(=O)N1CCN(S(=O)(=O)c2cccc(C(=O)OCC(=O)NC(=O)c3cccn3C)c2)CC1 | -4% | 6% | -1 | 6% | -4 | 2% | 1% | 2%[46.1 µM] | 3 | 1
C=C(C)Cn1c(SCC(=O)N/N=C/c2c(O)ccc3ccccc23)nc2ccccc2c1=O | 8% | ? | 13 | -3% | 3 | -3% | -15% | 0%[46.1 µM] | 1 | 11
Cc1[nH]n(-c2ccccc2)c(=O)c1/C=N\NC(=O)C1COc2ccccc2O1 (centres undefined) | -5% | ? | 20 | 2% | -1 | 2% | 1% | 1%[46.1 µM] | 2 | 21
O=C(O)C(Cc1ccccc1)N=C(NS(=O)(=O)c1ccccc1)c1ccccc1 (centres undefined) | . | 3% | -2 | 0% | . | 1% | 0% | 1%[46.1 µM] | 0 | -14
Clc1cccc(Cl)c1-c1noc(CN2CCOCC2)n1 | -8% | 0% | 0 | 2% | . | -5% | 11% | 1% | 2 | -2
C=CCn1c(Cc2csc(N)n2)nnc1SCC(=O)Nc1ccc(C(=O)OCC)cc1 | -2% | 1% | 2 | 2% | -2 | -3% | 5% | 1% | -5 | -3
CCOc1ccc(S(=O)(=O)n2nc(C)cc2C)c2ccccc12 | 1% | -6% | 4 | 1% | 3 | 1% | -16% | 2% | 3 | -21
Cn1nc(CSc2ccccc2)c(C=O)c1Cl | -4% | ? | 4 | 2% | -1 | 4% | -4% | -4% | 2 | -5
NS(=O)(=O)c1ccc(CCNC(=O)c2cc(-c3cccs3)nc3ccccc23)cc1 | 5% | ? | 8 | 1% | 20 | -1% | 8% | . | 8 | -3
CCOc1ccccc1NC(=O)C1CC(=O)n2ncnc2N1 (centres undefined) | -5% | 1% | 9 | 4% | -1 | 1% | -1% | 4% | -3 | 1
CC(C)CCSc1nc2[nH]ncc2c(=O)[nH]1 | -7% | ? | 2 | -1% | -1 | -4% | 8% | -7% | 2 | 12
Cc1cccc(N2CCN(C(=O)C34CC5CC(CC(C5)C3)C4)CC2)c1C | -13% | 12% | 5 | 1% | ? | . | -11% | 7% | -6 | 11
CCOC(=O)Nc1oc2ccccc2c(=O)c1CN1CCOCC1 | 3% | 10µM* | -6 | 0% | 6 | 1% | 3% | -3% | 12 | 1
O=C(NCCN1CCOCC1)c1ccc(=O)n(Cc2ccc(Cl)cc2)c1 | -2% | 17% | 6 | 2% | -2 | 0% | 9% | . | -13 | 14
CCCNC(=O)COc1coc(CN2CCN(C(=O)c3ccco3)CC2)cc1=O | -4% | 16% | -14 | 0% | 0 | -1% | 5% | -2% | 1 | 3
CCn1c(=S)sc2c(=O)n(CC(=O)Nc3cccc(OC)c3)c(C)nc21 | -6% | 4% | 0 | 1% | 2 | 6% | -12% | -1% | 8 | -3
COc1ccc(C(CC(=O)NC(C)c2ccc(-c3ccccc3)cc2)NC(C)=O)cc1 (centres undefined) | 2% | -15% | -14 | 1% | 0 | 3% | -7% | 6% | 6 | -8
CCCSCCCNC(=O)c1ccc(C)c(NC(=O)C2=C(C)OCCS2)c1 | 5% | ? | -14 | 0% | -3 | 6% | -2% | -1% | -8 | 10
Cc1cc(-c2ccc(C)c(S(=O)(=O)NCCC(C)N3CCCCCC3)c2)on1 (centres undefined) | -1% | 11% | 9 | 2% | 2 | 6% | ? | 3% | 0 | -3
O=C(O)CCc1ccc(-c2ccc(Cl)cc2)n1CC(=O)Nc1ccccc1 | 21% | 4% | 7 | 1% | -2 | -5% | 7% | 5% | 0 | 7
CCN1CCN(C(=S)Nc2ccc(Cl)c(Cl)c2)CC1 | -6% | 2% | 11 | 0% | 17 | 1% | 0% | 3%[46.1 µM] | -1 | 14
O=C(c1ccc(Cl)cc1)N1CCOc2ccccc21 | 6% | -3% | -1 | -1% | 3 | 7% | 6% | -3% | 5 | -7
CC(=O)N1c2ccc(S(=O)(=O)N3CCCC3)cc2CC1C(=O)NCc1ccc(N(C)C)cc1 (centres undefined) | -1% | 15% | 8 | 0% | -4 | 6% | -8% | -2% | -11 | 4
COc1ccccc1/C=C/C=N/NC(=O)c1cnccn1 | 4% | ? | -1 | 4% | -1 | 4% | -14% | -3% | 5 | 14
COc1ccc(NC(=O)CN2CCN(S(=O)(=O)c3ccc(F)cc3)CC2)cc1Cl | -8% | -21% | -6 | 3% | -2 | 0% | -11% | 2% | 7 | 2
Cc1ccccc1-n1c(=O)cc(N2CCN(Cc3ccccc3)CC2)[nH]c1=O | 2% | 9% | -6 | -1% | 3 | -7% | 5% | 6% | -24 | 16

Exported with two lines to a compound: part of the list above
Below each compound: Mito fusion yeast, ELG1 DNA repair, KCNH2 3.1 inh, USP2a block, TRPV1 ag, A-T KAP1 phos, Eya2 inh, TCR activator, KCNH2 WT inh, TSHR antag
CC(=O)N1c2ccc(S(=O)(=O)N3CCCC3)cc2CC1C(=O)NCc1ccc(N(C)C)cc1 (centres undefined)
 : -1%, 15%, 8, 0%, -4, 6%, -8%, -2%, -11, 4
COc1ccccc1/C=C/C=N/NC(=O)c1cnccn1
 : 4%, ?, -1, 4%, -1, 4%, -14%, -3%, 5, 14
COc1ccc(NC(=O)CN2CCN(S(=O)(=O)c3ccc(F)cc3)CC2)cc1Cl
 : -8%, -21%, -6, 3%, -2, 0%, -11%, 2%, 7, 2

Source: PubChem BioAssay (National Center for Advancing Translational Sciences (NCATS))
